# All columns: NCI-60 one-dose screen, growth in % after 48 h at 10 µM unless noted; 100 = growth as untreated, 0 = no growth, -100 = all killed.
# HOP-92: HOP-92 NSCLC cells; 71,000 tested, 6.3% active; AID 1794738
# EKVX: EKVX NSCLC | 71,000 tested, 3% active | AID 1794765
# M14: M14 melanoma; 80,000 tested, 6.2% active
# SK-MEL-5: SK-MEL-5 melanoma; 80,000 tested, 6.4% active
# CCRF-CEM: CCRF-CEM leukemia; 77,000 tested, 7% active; AID 1794778
# SK-MEL-28: SK-MEL-28 melanoma. 81,000 tested, 4.1% active
# HOP-62: HOP-62 NSCLC; 80,000 tested, 3.9% active; AID 1794735
# A549/ATCC: A549/ATCC NSCLC; 81,000 tested, 3.7% active
# An asterisk follows results filed as active; . = no result given; & = joins results of further samples; [ ] = remark or other dose. Rule for the calls: active = growth percent below 10; inactive = the rest.
compound	HOP-92	EKVX	M14	SK-MEL-5	CCRF-CEM	SK-MEL-28	HOP-62	A549/ATCC
O=C(Nc1ccc(F)c(Cl)c1)Nc1ccc(Cl)c(Cl)c1	65	.	54	60	65	70	74	72
CCCCCCCCCCCC(=O)N(CCO)C(=O)C[n+]1ccccc1	84	105	96	101	97	115	90	98
COc1ccc(-c2[nH]c(=S)ncc2-c2ccc(Cl)cc2)c(O)c1	100	.	92	92	89	105	107	95
CCOC(=O)C1=C(N)N(c2ccccc2)C2=C(C(=O)CC(C)(C)C2)C1c1ccccn1 (stereo unspecified)	131	100	100	101	109	99	114	108
COc1cccc(Cn2cc3c(c2)-c2onc(CN4CCOCC4)c2CC3)c1	109	93	.	103	105	105	105	104
COc1ccc(-c2nc(-c3ccccc3)c(-c3ccccc3)n2-c2ccc(S(=O)(=O)Nc3ncccn3)cc2)cc1OC	57	64	94	66	69	92	77	88
CCCCN(CCCC)CC(CN(CCCC)CCCC)OC(=O)Nc1ccccc1	48	56	65	88	66	90	70	78
O=S(=O)(NCCCNc1cc(-c2cn(-c3ccccc3)nc2-c2cccc(O)c2)ccn1)c1cccc(F)c1	26	39	42	20	36	44	67	37
Oc1ccc(Br)cc1-c1nc2ccccc2s1	83	73	99	95	102	107	99	97
S=c1c2ccccc2c(=S)n(-c2ccccc2)n1-c1ccccc1	80[100 µM]	95[100 µM]	96[100 µM]	89[100 µM]	96[100 µM]	101[100 µM]	98[100 µM]	96[100 µM]
Nc1cc(N)[nH]c(=S)n1	117	.	107	103	96	119	103	96
CCC(CO)NC(Cc1ccccc1)c1ccc(OC)cc1 (stereo unspecified)	74	95	81	101	96	74	71	87
Cn1c(=O)c2c(ncn2CC(=O)Nc2ccc(S(N)(=O)=O)cc2)n(C)c1=O	90	103	97	111	97	115	95	88
CCOC(CN(C(C)C)C(C)C)OCC	88	.	103	103	.	108	98	112
Cc1cccc(-c2nc(Nc3ccc(C)c(S(N)(=O)=O)c3)c3ccccc3n2)c1	.	23	31	30	18	39	76	26
COc1ccc(Nc2ccc(NC(=O)c3ccc([N+](=O)[O-])cc3)cn2)cc1	105	84	108	96	98	107	102	89
CC(C)N(CCCNC(=O)Nc1ccc(C(C)(C)C)cc1)C[C@H]1O[C@@H](n2ccc3c(N)ncnc32)[C@H](O)[C@@H]1O	71	.	117	93	88	101	111	98
C[C@H](Oc1cc(-c2cnn(C3CCNCC3)c2)cnc1N)c1c(Cl)ccc(F)c1Cl	41	80	-52*	59	35	-46*	67	72
Cc1ccc2nc(NC(=O)CSc3nc(-c4ccccc4)c(C#N)c4nnnn34)sc2c1	106	106	100	102	106	111	97	104
COc1ccc(-c2cc(C(=O)N3CCN(C(=O)c4ccccc4NCc4cccs4)CC3)nc3cc(-c4ccccc4)nn23)cc1	.	101	100	92	95	113	92	87
Nc1ccccc1C#Cc1ccccc1C#Cc1ccc(OCCCCCOc2ccc(C#Cc3ccccc3C#Cc3ccccc3N)cc2)cc1	55	104	100	97	28	115	108	113
N#CC(C(O)c1ccccc1)N1CCOCC1 (stereo unspecified)	91	.	95	97	102	107	103	98
COc1cc(CNC(=O)/C=C/c2ccccc2)ccc1OCc1cn(-c2ccc([N+](=O)[O-])cc2)nn1	102	101	.	.	93	108	89	94
CC1=C2[C@@H](CC1)[C@]1(C)O[C@@](C3CCCCC3)(C[C@H]1O)[C@H]2OC(=O)/C=C/c1ccccc1	69	86	93	90	89	93	89	77
Cc1ccc(Nc2nc(NN)nc(N(c3ccccc3)c3ccccc3)n2)cc1	68	86	69	72	47	87	60	74
Nn1c(N/N=C/c2c[nH]c3ccccc23)n[nH]c1=S	79	92	102	101	107	109	92	101
COC(=O)C(CC(Nc1ccccc1)c1ccc2ccccc2c1)[N+](=O)[O-] (stereo unspecified)	90	.	101	99	82	109	105	107
O=C(Nc1ccccn1)c1cc2cc(Nc3nc(-c4ccccc4)nc4ccccc34)ccc2oc1=O	101	104	105	103	101	122	93	103
CC(COC(=O)c1ccccc1)N1CC2CCC(C1)O2 (stereo unspecified)	91	.	99	101	93	104	95	100
COc1cc(/C=C/c2ccccc2)oc(=O)c1	63	102	110	105	88	108	117	95
COc1ccc(-n2nc(C(=O)NCCCC(=O)O)nc2-c2ccccc2)cc1	108	97	103	104	93	111	97	98
CN1CCN(CCCOc2ccc3ncnc(Nc4ccc(Oc5cccc(C(F)(F)F)c5)c(Cl)c4)c3c2)CC1	29	37	-63*	-97*	-9.9*	-93*	1.1*	22
N#Cc1nc(-c2ccccc2)oc1N1CCN(S(=O)(=O)c2ccccc2)CC1	70	90	106	90	117	94	88	84
Oc1ccc(-c2nc3ccc(/C(=N\N=C\c4ccc(Cl)cc4)c4ccccc4)cc3[nH]2)cc1	118	99	63	84	22	91	100	89
CCN(CC)CCCCCCNc1cccc2cc(Br)cnc12	72	93	50	95	57	108	118	98
Clc1ccc(I)cc1	71	96	94	96	121	122	96	122
O=C1OC(=O)c2c1c1ccccc1c1ccccc21	99	99	97	98	88	109	87	89
O=C(Nc1nc(-c2ccc(Cl)cc2)cc(-c2ccc(Cl)cc2)n1)c1cccnc1	133	102	112	97	99	108	116	97
Cc1onc(-c2c(Cl)cccc2Cl)c1C(=O)SC1=NC(C)N2C(SC(=O)c3c(-c4c(Cl)cccc4Cl)noc3C)=NC(C)N12 (stereo unspecified)	98	.	99	102	92	98	105	96
CCNC(=O)Nc1ccccc1CNc1nc(Nc2ccc(OCCN3CCCC3)cc2)ncc1Cl	68	86	92	93	45	106	79	63
COc1ccc(/C=C2\C(=O)N=C3N2N=C(c2ccc(Cl)cc2)N3c2ccccc2)cc1	83	72	98	93	102	103	100	99
CCC(C)Cn1cnc2c(Sc3c([N+](=O)[O-])ncn3C)nc(N)nc21 (stereo unspecified)	41	101	91	103	90	105	95	.
Cn1cccc1-c1cc(-c2cccs2)c(C#N)c(=O)[nH]1	68	94	103	96	105	99	94	100
O=C(Cc1csc2[n+]1C(=O)/C(=C/c1ccc(Cl)cc1)S2)Nc1ccccc1	82	83	92	83	106	100	82	104
CCOc1ccc2nc(SCc3nc4n(n3)S(=O)(=O)c3ccccc3N4C)sc2c1	-14*	14	5.9*	-24*	3.9*	46	-43*	24
COc1ccc(-c2c3c(cn2Cc2cc(OC)c(OC)c(OC)c2)-c2oncc2CCC3)cc1	60	86	103	99	99	113	95	90
Oc1cc(O)cc(O)c1	103	.	110	103	105	102	97	99
O=C1NC(=S)S/C1=C\c1ccccc1Br	74&57	97&105	99&100	85&96	90&80	96&109	99&94	90&100
COc1cc(C)c(C(=O)Oc2cc(C)c(C(=O)O)c(O)c2)c(O)c1	79	96	118	105	41	105	100	99
N#Cc1ccc(N2Cc3ccccc3OC3=C2C(=O)c2c(O)ccc(O)c2C3=O)cc1	-66*	.	-42*	60	-9.0*	-32*	16	73
Cc1c(C(=O)O)nnn1-c1nc2c(s1)CCCC2	110	113	.	98	99	113	102	82
CCOC(=O)CNC(=O)C(Cc1ccccc1)NC(=O)c1ccccc1[N+](=O)[O-] (stereo unspecified)	91	.	107	102	98	106	97	104
N/C(=N\S(=O)(=O)c1cccc(Br)c1)Nc1nc2ccccc2[nH]1	58	86	67	90	77	92	63	84
CCC(=O)c1ccc2c(c1)N(CCCN1CCN(CCO)CC1)c1ccccc1S2	36	80	36	17	85	45	96	97
O=C(Nn1c(COc2ccccc2)nc2ccccc2c1=O)c1ccc(F)cc1	77	87	83	70	104	96	87	90
CCCN(CCC)CN(CCC)CCC	92	99	102	107	.	106	113	91
CCOc1ccccc1N(CCN(C)C)C(=O)C(c1ccccc1)c1ccccc1	55	72	84	86	78	96	70	88
O=C1c2cc(Cl)ccc2Oc2cc([N+](=O)[O-])ccc2N1c1ccc(F)cc1F	99	108	99	69	85	114	88	67
COc1cccc(C2=NN(c3ccc(-c4ccccc4)nn3)C(c3ccc(Cl)cc3)C2)c1 (stereo unspecified)	91	83	86	95	91	99	91	91
NC(=S)N/N=C/c1ccc(OC(=O)COc2ccccc2)cn1	64	109	15	38	19	83	58	107

# Limited to A549/ATCC and SK-MEL-5 (seven entries from above):
Structure	A549/ATCC	SK-MEL-5
Clc1ccc(I)cc1	122	96
O=C1OC(=O)c2c1c1ccccc1c1ccccc21	89	98
O=C(Nc1nc(-c2ccc(Cl)cc2)cc(-c2ccc(Cl)cc2)n1)c1cccnc1	97	97
Cc1onc(-c2c(Cl)cccc2Cl)c1C(=O)SC1=NC(C)N2C(SC(=O)c3c(-c4c(Cl)cccc4Cl)noc3C)=NC(C)N12 (stereo unspecified)	96	102
CCNC(=O)Nc1ccccc1CNc1nc(Nc2ccc(OCCN3CCCC3)cc2)ncc1Cl	63	93
COc1ccc(/C=C2\C(=O)N=C3N2N=C(c2ccc(Cl)cc2)N3c2ccccc2)cc1	99	93
CCC(C)Cn1cnc2c(Sc3c([N+](=O)[O-])ncn3C)nc(N)nc21 (stereo unspecified)	.	103

# Full records as entered above. Order of values: HOP-92, EKVX, M14, SK-MEL-5, CCRF-CEM, SK-MEL-28, HOP-62, A549/ATCC
# `CCCCCCCCCCCC(=O)N(CCO)C(=O)C[n+]1ccccc1` across the screens: 84, 105, 96, 101, 97, 115, 90, 98
# `CCOC(=O)C1=C(N)N(c2ccccc2)C2=C(C(=O)CC(C)(C)C2)C1c1ccccn1` (stereo unspecified) across the screens: 131, 100, 100, 101, 109, 99, 114, 108
# `CCOC(=O)CNC(=O)C(Cc1ccccc1)NC(=O)c1ccccc1[N+](=O)[O-]` (stereo unspecified) across the screens: 91, ., 107, 102, 98, 106, 97, 104
# `Cc1ccc(Nc2nc(NN)nc(N(c3ccccc3)c3ccccc3)n2)cc1` across the screens: 68, 86, 69, 72, 47, 87, 60, 74

# Additional records.
compound	HOP-92	EKVX	M14	SK-MEL-5	CCRF-CEM	SK-MEL-28	HOP-62	A549/ATCC
Cc1ccc(-c2nnc(SCc3cc(=O)oc4ccc(C)cc34)o2)cc1	87	97	104	101	107	109	100	87
CCN(CC)c1ccc2oc(=O)c(-c3csc(N/N=C(\C)c4cc(OC)c(OC)c(OC)c4)n3)cc2c1	99	58	84	58	69	102	122	105
COc1ccc(C(=O)Nc2cccc(-c3cc(=O)c4ccccc4o3)c2)c(OC)c1OC	95	98	95	77	79	107	93	94
Cc1sc2c(c1C)c(=O)nc1c(C(N)=C(C#N)C#N)n[nH]n12	93	99	103	101	103	110	101	108
Cc1nc2ccc(Cl)cc2c(=O)[nH]1	94	91	92	100	102	100	102	100
CC(C)C(O)C=O (stereo unspecified)	106	97	107	97	103	108	97	.
CC(=O)Nc1cccc(Nc2nc(N[C@@H](C)c3ccccc3)c3ccccc3n2)c1	13	24	-11*	-5.5*	.	42	34	20
Nc1nccc(SCc2ccc(Cl)cc2Cl)n1	.	74	92	97	76	106	87	83
CSc1nc(-c2ccc(Br)cc2)c(C#N)c(=O)[nH]1	91	100	110	104	91	113	109	.
NS(=O)(=O)c1ccc(C(=O)N/N=C/c2ccccc2O)cc1	48	66	53	63	29	51	35	91
COc1cc(C2C=C(c3ccc(N)cc3)N=C3SC=CN32)cc(OC)c1OC (stereo unspecified)	101	.	104	101	81	106	108	89
Cc1oc2c(C(=O)N/N=C\c3ccc(O)cc3O)c[nH]c2c1C	13	27	-14*	24	24	32	21	13
CCN(C(=O)CN1C(=O)/C(=C/c2ccco2)SC1=S)C1CCS(=O)(=O)C1 (stereo unspecified)	103	98	97	92	105	98	123	102
COCCCNC1=C(C#N)C(=O)NC2(CCCC2)S1	.	.	108	101	98	110	105	99
O=C1/C(=C/c2ccc(Cl)cc2)SC(=Nc2ccc(Cl)cc2)N1Cc1nc2ccccc2[nH]1	.	65	92	81	63	93	69	71
N=c1c2ccccc2nnn1-c1ccccc1[N+](=O)[O-]	94	89	90	.	106	99	.	100
O=[N+]([O-])c1ccc2cc[nH]c2c1	82	93	106	104	108	119	95	88
COc1ccc2c(c1)CCCN2c1c2ccccc2nc2ccccc12	12	45	3.6*	2.0*	.	47	33	18
Cc1cccc(-c2cn3ccnc3c(-c3ccc4ncn(Cc5ccccc5)c4c3)n2)c1	71	78	102	90	79	101	90	85
COc1ccc(/C=C\c2nc3ccccc3s2)cc1OP(=O)(O)O	90	77	26	22	17	67	49	42
Cc1ccc(S(=O)(=O)Nc2c(Br)cc(Br)cc2C(N)=O)cc1	94	.	94	100	95	100	109	117
CN(C)COC(=S)SC(=O)Oc1ccc(Cl)cc1	86	105	104	100	104	108	97	83
COC(=O)[C@]12CC[C@@H](C(C)=O)[C@@H]1[C@H]1CC[C@@H]3[C@@]4(C)C/C(=C/c5cccnc5)C(=O)C(C)(C)[C@@H]4CC[C@@]3(C)[C@]1(C)CC2	67	86	57	40	7.6*	32	103	51
Cc1ccc(C(=O)c2c(N)c(C#N)cn2-c2ccc(Br)cc2C)cc1	78	96	85	96	92	106	71	94
CCOC(=O)c1ccc(NC2=C(Br)C(=O)C(C)=C(C)C2=O)cc1	88	97	91	99	87	103	92	99
Cc1ccc(C(=O)Nc2ccc(CN3CCN(C)CC3)c(C(F)(F)F)c2)cc1C#Cc1cnc(N)c2ccc(F)cc12	-90*	-92*	-83*	-96*	-59*	-96*	-69*	-87*
CC(=O)N1N=C(c2ccc(Nc3nc(Nc4ccc(F)cc4)nc(Nc4ccc(Cl)cc4)n3)cc2)CC1c1cccc([N+](=O)[O-])c1 (stereo unspecified)	67	93	89	90	93	91	88	114
COc1ccc(N2CCN(C3=CC(=O)C(C)=C(C)C3=O)CC2)cc1	108	102	.	101	93	113	89	105
Cc1sc(NC(=O)c2ccc(C(C)(C)C)cc2)c(C(=O)O)c1C	66	51	107	73	49	110	.	24
COc1ccc(C=Nc2ccc(/C=C\C(=O)O)cc2)cc1	.	96	104	108	107	103	96	96
